Screens: PubChem, several laboratories
NR1D1 modulator = modulators of Rev-erb alpha DNA binding, primary screen, biochemical, FITC-DNA, fluorescence polarization, uHTS | Nuclear receptor subfamily 1 group D member 1 (Homo sapiens), P20393 | Rev-erbα–FITC-DNA binding, 90 min | activity, % at 10 µM | 370,000 compounds, 0.79% hits;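 active = activity above about 14%, limit read from the data; passing the limit was not always enough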;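 note: 0% = DMSO wells with 35 nM protein and 100% = DMSO wells with 750 nM protein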
ASAP1 GAP inh = inhibitors of human ASAP1 ArfGAP activity, primary screen, biochemical, fluorescence polarization; 360,000 compounds, 0.19% hits; Arf-GAP with SH3 domain, ANK repeat and PH domain-containing protein 1 (Homo sapiens), …; inhibition, % at 16.5 µM; ASAP1-stimulated ARF1 GTP hydrolysis, GDP FP detection; in the data active = inhibition above about 25%;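 note: 0% = vehicle with enzyme and substrate and 100% = no enzyme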
Target sequence (Q9ULH1 325-724 limits assumed): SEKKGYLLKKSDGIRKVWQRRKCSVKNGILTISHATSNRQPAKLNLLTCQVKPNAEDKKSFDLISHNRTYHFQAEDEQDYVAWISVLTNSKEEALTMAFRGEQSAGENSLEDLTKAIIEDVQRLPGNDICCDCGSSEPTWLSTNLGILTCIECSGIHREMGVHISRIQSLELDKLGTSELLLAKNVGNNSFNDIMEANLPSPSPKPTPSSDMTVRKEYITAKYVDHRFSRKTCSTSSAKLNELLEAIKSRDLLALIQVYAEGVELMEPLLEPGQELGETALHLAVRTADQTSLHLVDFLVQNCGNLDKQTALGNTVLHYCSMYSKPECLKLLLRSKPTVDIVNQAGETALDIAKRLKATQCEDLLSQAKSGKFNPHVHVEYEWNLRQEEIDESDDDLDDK
mABHD4 FP = ABHD4 inhibitors, primary screen, biochemical, fluorescence polarization, mouse | (Lyso)-N-acylphosphatidylethanolamine lipase (Mus musculus), Q8VD66 | purified mABHD4, FP-Rh probe fluorescence polarization | inhibition, % at 8.92 µM | 370,000 compounds, 0.54% hits | AID 720543, 2013;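 active = inhibition exceeding the mean over every tested compound plus 3 SD, cut at about 30% in these data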;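 note: 0% = plate median of compound wells and 100% = S159A mutant with DMSO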
Target sequence (Q8VD66 whole entry, looked up): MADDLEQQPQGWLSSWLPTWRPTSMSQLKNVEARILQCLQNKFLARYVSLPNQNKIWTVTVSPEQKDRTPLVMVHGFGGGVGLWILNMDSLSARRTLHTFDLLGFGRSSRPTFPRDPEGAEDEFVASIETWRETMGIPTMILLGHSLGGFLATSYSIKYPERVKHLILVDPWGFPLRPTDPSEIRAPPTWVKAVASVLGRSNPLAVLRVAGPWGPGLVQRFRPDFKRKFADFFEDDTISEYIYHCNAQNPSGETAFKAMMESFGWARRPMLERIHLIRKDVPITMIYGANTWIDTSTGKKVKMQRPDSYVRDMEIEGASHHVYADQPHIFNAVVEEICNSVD
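Doses – 8.92 µM, single dose · Material – wild-type mouse ABHD4 protein · Replication – single well per compound (singlicate) · Measure – percent inhibition of probe binding, normalized to plate controls · Schedule – 45 min compound pre-incubation plus 60 min probe step, 25 °C · Detection – fluorescence polarization with parallel and perpendicular emission, 525/598 nm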
PG9 Ab binder = binders of HIV-1 gp120 antibody PG9, primary screen, biochemical, TR-FRET; AID 624416, 2012; 360,000 compounds, 0.43% hits; HIV-1 gp120 / PG9 antibody interaction; TR-FRET gp120-PG9 antibody binding; inhibition, % at 6.7 µM; in the data active = inhibition above about 8.5%
SMARCA2 act = SMARCA2 (BRM) function activators, primary screen, cell-based, luminescence, high throughput | 370,000 compounds, 1% hits | MG213 cells, MMTV-luciferase reporter, dexamethasone, overnight | AID 652017, 2013 | activation, % at 9.1 µM; in the data active = activation above about 7.8%;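 note: 0% = vehicle wells and 100% = reference activator wells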
GC-B act = human GC-B receptor activators, primary screen, HEK293 GC-B cells, cGMP TR-FRET, EC30 CNP; 370,000 compounds, 0.11% hits; Atrial natriuretic peptide receptor 2 (Homo sapiens), P20594; 0% at EC30 CNP, 100% saturating CNP; activation, % at 10 µM;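 active = activation at 10 µM reaching about 35% in either raw or pattern-adjusted values, limit read from the data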
rCAG binder = binders of r(CAG) RNA repeats, primary screen, biochemical, fluorescence. inhibition, % at 3 µM. AID 651821, 2012. 370,000 compounds, 1.3% hits. r(CAG) RNA repeat, TO-PRO-1 dye displacement fluorescence;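 active = inhibition above the plate cutoff, the mean of all test compounds on that plate plus 3 SD, cut at about 35% in these data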;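 note: 0% = DMSO alone and 100% = 100 µM mitoxantrone as full dye displacement; higher means more dye released from RNA so lower well fluorescence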
HTRA1 inh = HTRA1 serine protease inhibitors, primary screen, biochemical, fluorescence polarization, HTS | inhibition, % at 5.96 µM | 340,000 compounds, 0.5% hits | recombinant HTRA1, FP-rhodamine activity-based probe | Q92743; in the data active = inhibition above about 36%;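 note: 0% = enzyme with DMSO and 100% = wells lacking enzyme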
ARFGAP1 inhibitor = inhibitors of rat ARFGAP1 GAP activity, primary screen, biochemical, fluorescence polarization, GDP tracer; Arfgap1-stimulated ARF1 GTP hydrolysis, GDP FP detection; inhibition, % at 16.5 µM; 360,000 compounds, 0.26% hits;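 active = inhibition above a per-plate limit, mean inhibition of low control wells plus 3 SD, cut at about 25% in these data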;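 note: 0% = DMSO wells with enzyme and 100% = wells lacking Arfgap1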
Target sequence (Q62848 1-136 limits assumed): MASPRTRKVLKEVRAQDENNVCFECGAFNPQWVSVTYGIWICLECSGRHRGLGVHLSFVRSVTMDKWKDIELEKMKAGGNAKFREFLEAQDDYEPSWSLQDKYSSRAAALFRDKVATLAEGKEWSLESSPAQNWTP
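Material: rat Arfgap1 GAP domain (His6, aa 1-136), purified enzyme. Also added: human ARF1(Δ1-17)-GTP substrate. Compound dosing: 16.5 µM single point, 1.26% DMSO. Timing: enzyme reaction 120 min at 25 °C after 20 min preincubation. Signal: GDP detection by fluorescence polarization. Read-out basis: percent inhibition of GAP-stimulated GDP formation, scaled between DMSO and no-Arfgap1 medians.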
GC-A act = GC-A stimulated cGMP production enhancers – HEK293 GC-A cells, cGMP TR-FRET, EC30 ANP, primary screen | Atrial natriuretic peptide receptor 1 (Homo sapiens), P16066 | 0% at EC30 ANP, 100% saturating ANP | activation, % at 10 µM | 370,000 compounds, 0.14% hits; in the data active = activation above about 40%
The depositor's hits bear a star; · = no result given.

The line under a structure holds: NR1D1 modulator, ASAP1 GAP inh, mABHD4 FP, PG9 Ab binder, SMARCA2 act, GC-B act, rCAG binder, HTRA1 inh, ARFGAP1 inhibitor, GC-A act
> COCCN(C(=O)CSc1nncn1-c1ccccc1)c1c(N)n(Cc2ccccc2)c(=O)[nH]c1=O
    -1.7, -3.2, -2.8, 0.2, -2.0, -1.3, -2.9, 1.7, 8.1, 0.1
> CCC(=O)N1CCC2(CC1)Oc1ccc(F)cc1C(=O)C21CC(c2ccccc2)=NO1 (configuration not stated)
    3.3, 6.6, -3.8, 1.9, -0.2, 0.0, 0.0, -8.6, -0.9, -1.3
> COc1ccc(Cn2nnnc2C(CC(C)C)N2CCN(c3ccccc3)CC2)cc1 (configuration not stated)
    -0.3, -3.1, -2.1, 0.3, 1.1, -3.9, -5.6, 5.6, -13.2, -4.2
> Cc1cc(NC(=O)CCC2CCCC2)no1
    1.4, 8.1, -1.1, -0.4, 1.4, -1.2, 0.9, -1.4, 11.4, 0.7
> C=CCn1c(SCC(=O)Nc2c(C)n(C)n(-c3ccccc3)c2=O)nc2scc(-c3ccccc3)c2c1=O
    -4.0, 11.5, 0.8, 0.9, 2.0, -3.0, -1.5, -3.0, -1.6, -2.0
> CC(C)(C)Cc1nnc(NC(=O)CCc2ccccc2)s1
    -0.2, 13.6, 1.7, 1.9, 1.8, 7.7, -5.0, -5.2, -4.9, 5.1
> Clc1ccc(-n2c(SCc3cccc4ccccc34)nnc2-c2ccco2)cc1
    0.2, ·, -11.5, ·, -4.4, -6.5, 4.8, ·, ·, -14.7
> Cc1ccc2sc(N(CCCN(C)C)C(=O)c3ccc(S(=O)(=O)N4CCOCC4)cc3)nc2c1C
    -9.2, 9.2, 5.4, -1.5, -0.3, -6.1, -4.3, -30.0, 19.9, -2.2
> CSCCC(NS(=O)(=O)c1ccccc1F)C(=O)N1CCCCCCC1 (configuration not stated)
    -3.5, -6.2, 1.1, -2.2, -3.1, -0.5, -9.3, 0.2, 1.4, -2.0
> CC(C)(C)c1ccc(Cn2nnc3c(=O)[nH]c(C4CCCN(C(=O)Cc5cccs5)C4)nc32)cc1 (configuration not stated)
    -5.6, -15.6, -8.9, -0.2, -3.0, -5.3, 4.9, -38.4, -14.6, -2.9
> Cc1cn(CC(=O)NCc2ccc(N(C)C)cc2)c(=O)[nH]c1=O
    6.6, 7.4, 7.0, -3.3, 1.0, -3.0, 1.4, 3.1, 7.7, -0.5
> Cc1ccc(NC(=O)CN(C)C(=O)CSc2nc(C)cs2)cc1
    -1.1, 4.5, 0.7, 0.9, -3.3, -1.4, -3.4, 0.5, 4.9, 4.4
> COc1cccc(OC)c1C(=O)Nc1c(C(=O)N2CCN(c3ccccn3)CC2)oc2ccccc12
    -2.6, 2.2, 8.3, -2.1, -0.6, 16.5, -3.1, -3.9, -2.5, 5.3
> COc1ccc(C(=O)/C=C/C(=O)N(CC(=O)NC2CCCCC2)CC2CCCO2)c(O)c1 (configuration not stated)
    -0.7, -4.6, 1.7, 0.8, -7.3, -19.1, -3.4, -14.9, -4.2, -31.6
> COc1ccc(S(=O)(=O)N2CCN(C(=O)CCNC(=O)c3ccccc3Cl)CC2)cc1
    -1.8, -0.4, 0.8, -3.0, -2.8, -1.9, -2.1, 2.7, -9.1, -3.6
> COc1ccc(N2CC(C)Cn3c2nc2c3c(=O)n(Cc3ccccc3)c(=O)n2C)c(OC)c1 (configuration not stated)
    14.9, -0.9, 2.1, -1.8, -1.7, -3.5, -1.2, -0.7, 2.6, -3.3
> Cc1onc(-c2ccccc2)c1C(=O)N(CC(C)C)c1c(N)n(CC(C)C)c(=O)[nH]c1=O
    -3.2, 6.0, -0.7, -0.1, 3.8, -4.4, 0.8, 2.6, 12.4, 1.6
> Cc1cccc(NC(=O)CN2C(=S)NC(C)(C)CC2C)c1 (configuration not stated)
    0.8, 0.1, 5.7, 0.3, -3.0, 2.6, -3.3, 1.9, 2.7, 3.7
> NC(=O)CC(NC(=O)c1ccc(Br)cc1)c1ccc(N2CCCCCCC2)c([N+](=O)[O-])c1 (configuration not stated)
    2.5, 12.6, 8.5, 0.0, -0.5, -0.4, 6.6, 2.3, 6.7, -0.8
> CC1CCCN(C/C=C/c2ccccc2[N+](=O)[O-])C1 (configuration not stated)
    3.5, 6.2, -2.0, -0.5, -0.7, 1.5, -4.0, -2.4, -4.5, 1.8
> CC(=O)Nc1n[nH]c(-c2ccc(C)cc2)c1C
    2.0, 1.3, 2.5, -0.1, -0.9, -0.6, 0.3, 3.4, 0.2, 2.8
> O=[N+]([O-])c1cccc(Cl)c1CSc1ccccn1
    3.0, -4.8, -6.5, -1.8, -0.1, -0.3, -1.7, -15.6, 8.2, 1.4
> COc1cccc(CN(C)C(=O)c2ccc(NC(=O)CC3SC(N4CCCCC4)=NC3=O)cc2)c1OC (configuration not stated)
    3.1, -1.1, -0.1, -0.2, -1.1, 0.1, 3.2, 10.0, 4.4, -0.5
> COc1ccc2cc(C(N)=O)c(=Nc3ccc(C)cc3)oc2c1
    -3.6, -8.5, -3.7, -0.4, 6.5, -5.3, -1.5, -53.9, 0.1, 7.1
> Cc1cc(C)n2c(Br)c(CSc3nc4ccccc4s3)nc2n1
    -10.6, 7.8, 2.7, -0.9, 4.3, -6.0, -0.1, -6.5, 10.3, 2.1
> O=C(c1cc(Br)ccc1Cl)N1CCCC1
    -1.3, 12.7, -6.2, -1.6, 0.7, 4.2, -2.1, -9.8, -14.0, 2.1
> COC(=O)C(O)(CC(=O)Nc1cc(Cl)ccc1Cl)C(F)(F)F (configuration not stated)
    4.7, -2.2, 0.2, -1.0, 1.2, 8.8, 1.0, -4.4, 2.2, 3.2
> CCOc1ccc(N2C(=O)C3ON(c4ccccc4)C(c4ccco4)C3C2=O)cc1 (configuration not stated)
    -3.4, -5.0, 8.9, 1.1, 1.6, 3.3, 2.3, -13.5, 1.6, 2.9
> CCCCn1c(N)c(N(CC(C)C)C(=O)C2CC(=O)N(CCc3ccccc3)C2)c(=O)[nH]c1=O (configuration not stated)
    12.4*, -1.4, -0.9, -3.3, 0.9, 2.0, -0.7, 2.9, 10.8, 0.4
> CC(C)Oc1ccc(C(=O)OCC(=O)N2CCCc3ccccc32)cc1
    -7.9, 9.6, 1.1, 0.9, 2.5, -0.1, -8.1, -6.5, -2.3, 0.2
> Cc1onc(C(=O)N2CCN(c3ccccc3)CC2)c1[N+](=O)[O-]
    4.8, -0.3, 4.4, 0.5, 2.3, 0.6, 3.1, -1.5, 1.9, -1.1
> NC(=O)C1CCN(c2ncc(Br)cn2)CC1
    1.8, ·, 6.8, ·, ·, -1.1, ·, ·, ·, 1.6
> CCN(CC)S(=O)(=O)c1ccc(Cl)c(C(=O)NCc2ccccc2Cl)c1
    0.4, 1.0, 1.5, -0.8, -3.7, 0.0, 5.3, -11.6, 8.8, -1.9
> COc1ccc(C(=O)COC(=O)c2ccn(C)n2)cc1
    -1.3, 7.5, -0.7, 0.4, 5.1, -3.4, 1.6, -0.3, 5.2, 1.4
> Cn1c(=O)c2c(nc(/C=C/c3cccc(Cl)c3)n2C)n(C)c1=O
    9.8, -0.9, 2.5, 2.6, -0.4, 2.2, 2.9, ·, 1.4, 3.2
> O=C(Nc1ccc(C(F)(F)F)cc1)c1cccnc1N1CCOCC1
    1.8, 2.6, 1.5, -1.6, -3.5, -0.4, -7.4, -3.0, 2.7, -7.7
> O=C(N/N=C/c1ccc(-c2cccc([N+](=O)[O-])c2)o1)c1ccccc1O
    -11.4, 1.9, 11.6, -1.7, 0.8, 1.7, 7.0, 15.0, -7.3, 7.7
> COc1ccc(S(=O)(=O)N/N=C(/C)c2ccncc2)c(OC)c1
    -6.5, -7.1, 71.4*, -1.9, -0.8, 1.0, -2.1, 7.1, 9.9, -0.6
> Cc1ccc(S(=O)(=O)N(C)C)cc1NC(=O)c1cccs1
    5.7, -3.3, -2.7, -0.7, 5.3, -4.2, -1.3, ·, -3.4, 1.7
> Cc1ccccc1CNC(=O)C1CCCN(c2ncccn2)C1 (configuration not stated)
    -1.4, ·, -1.7, ·, -2.9, 0.8, 1.2, ·, ·, 2.3
> CC(C)Oc1ccc(CN2CCC2(C)C(=O)NCc2ccc(C(F)(F)F)cc2)cc1 (configuration not stated)
    6.8, 5.3, -2.0, -0.6, 2.9, 2.6, -1.0, ·, 7.4, -3.5
> O=C1C2C3C=CC(C4CC34)C2C(=O)N1CCc1ccccc1 (configuration not stated)
    2.9, -4.6, 3.4, 0.1, 2.1, -3.4, -4.1, -3.8, -9.0, -6.1
> Cc1cc(C)c(C#N)c(SCC(=O)NC(C)(C)C)n1
    -4.6, 6.0, -1.7, 1.3, 2.5, -1.3, 2.0, 1.9, 7.5, 0.4
> CCOC(=O)c1ccc(NC(=O)Nc2c(C)n(C)n(-c3ccccc3)c2=O)cc1
    2.6, 2.9, -9.7, 2.3, -0.9, 1.0, -1.1, 3.5, -7.7, 0.9
> COc1ccc(OC)c(S(=O)(=O)N2CCCC2C(=O)N2CCc3ccccc3C2)c1 (configuration not stated)
    -4.8, 7.1, 2.6, 2.9, -1.6, 3.3, 1.9, 8.1, 15.5, 3.4
> O=S(=O)(Nc1ccccc1N1CCCCC1)c1ccccc1
    -5.2, -9.7, -3.7, -1.9, 0.1, -0.6, -5.3, -5.7, 4.0, 3.1
> O=C(c1sccc1Br)N1CCN(Cc2ccc3c(c2)OCO3)CC1
    1.2, 2.2, -1.0, -1.4, -6.9, 1.8, -4.9, 2.5, -7.0, -2.1
> CCn1c(CNc2ccc(F)cc2)nnc1SCC(=O)N1CCCc2ccccc21
    2.0, -1.5, -0.2, -1.8, 4.4, -4.8, -4.1, -5.2, -7.7, -4.1

Some of these compounds in order of the GC-B act value, ascending.
mol	GC-B act
CCn1c(CNc2ccc(F)cc2)nnc1SCC(=O)N1CCCc2ccccc21	-4.8
Cc1cc(C)c(C#N)c(SCC(=O)NC(C)(C)C)n1	-1.3
CCOC(=O)c1ccc(NC(=O)Nc2c(C)n(C)n(-c3ccccc3)c2=O)cc1	1.0
